B2AR arrestin: beta2AR (human) beta-arrestin recruitment activity. P07550. beta-arrestin recruitment to beta2AR, cell-based reporter. Potency, µM (highest dose often 46.1 µM), inactives show at the top dose activation, actives largely listed as activators. 330,000 tested, 0.02% active;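 note: potency is the fitted concentration of half-maximal effect; 0% = DMSO controls and full agonism = EC100 isoproterenol or metaproterenol; nearly all actives have a fitted effect of over 65% in size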
TRPV1 agonist: activates the human vanilloid receptor TRPV1. AID 540275. TRPV1-expressing cells, Fluo-8 calcium influx, agonist mode. activation, % at 8.33 µM. 320,000 tested, 0.19% active. Q8NER1; in the data active = activation above about 80%; inconclusive = between about 30% and that limit; note: 0% is about no effect
Target sequence (Q8NER1 whole entry, looked up): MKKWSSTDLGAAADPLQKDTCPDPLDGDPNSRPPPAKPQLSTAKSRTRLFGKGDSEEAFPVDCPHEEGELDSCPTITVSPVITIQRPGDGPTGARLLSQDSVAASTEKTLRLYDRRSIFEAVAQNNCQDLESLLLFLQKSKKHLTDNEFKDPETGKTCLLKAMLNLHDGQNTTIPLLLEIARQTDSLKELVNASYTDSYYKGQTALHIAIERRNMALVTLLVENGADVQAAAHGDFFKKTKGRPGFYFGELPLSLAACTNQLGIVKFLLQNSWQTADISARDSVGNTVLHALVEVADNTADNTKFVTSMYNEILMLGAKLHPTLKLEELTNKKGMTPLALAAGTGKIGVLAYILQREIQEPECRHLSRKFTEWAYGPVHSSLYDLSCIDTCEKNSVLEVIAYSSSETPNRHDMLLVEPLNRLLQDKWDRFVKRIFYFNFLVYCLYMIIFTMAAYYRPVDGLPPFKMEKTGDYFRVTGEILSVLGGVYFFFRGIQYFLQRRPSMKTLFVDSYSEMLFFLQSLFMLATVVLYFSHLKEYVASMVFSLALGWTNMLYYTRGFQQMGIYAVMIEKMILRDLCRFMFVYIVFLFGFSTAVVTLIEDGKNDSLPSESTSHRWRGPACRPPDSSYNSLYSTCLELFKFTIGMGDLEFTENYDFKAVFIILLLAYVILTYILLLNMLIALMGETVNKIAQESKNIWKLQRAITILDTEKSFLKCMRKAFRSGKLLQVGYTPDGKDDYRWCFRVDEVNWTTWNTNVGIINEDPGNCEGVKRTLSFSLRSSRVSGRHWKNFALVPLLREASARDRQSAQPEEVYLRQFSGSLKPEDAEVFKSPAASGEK
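Cells expressing TRPV1 were dye-loaded with Fluo-8 and read kinetically: 10 s baseline, 3 min after compound (agonist portion), then 2 min after EC20 capsaicin (allosteric enhancer portion). Calcium-bound dye fluorescence at 480/520 nm.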
a7 integrin act: activators of alpha7 integrin expression for muscular dystrophy; alpha7betagal myoblasts, beta-gal FDG fluorescence, 48 h; Potency, µM (highest dose often 38.3 µM), for inactives: at the top dose activation, actives largely listed as activators; 350,000 tested, 0.064% active;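 note: potency is the fitted concentration of half-maximal effect; 100% = response of the positive control SU9516; nearly all actives have a fitted effect of over 60% in size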
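Alpha7betagal+/- myoblasts (passage 13) were plated 16-24 hr, then exposed to compounds (1:260 dilution of DMSO stock) for 48 hours at 37C. After MPER lysis, β-galactosidase reporter activity was read as FDG fluorescence (ex 480/em 540) after 30 minutes.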
uPA generation: cell surface uPA generation inhibition; cell surface uPA generation assay, qHTS; Potency, µM (doses to about 38.3 µM), for inactives: at the highest dose activity change, negative = inhibition, hits mostly inhibitors; 330,000 tested, 0.31% active; active = well fitted inhibition curve with a large enough effect; inconclusive = small, poorly fitted or top-dose-only effect; inactive = no such curve, though single readings can be large or run the other way; tested in mouse RAW 264.7 cells; note: potency is the fitted concentration of half-maximal effect; % is set by controls: 0 for no effect and ±100 for the full control effect; nearly all actives have a fitted effect of over 55% in size
ASM inhibitor: human S-ASM enzyme inhibition | P17405 | 340,000 tested, 0.006% active | placental ASM, HMU-PC fluorogenic substrate, 60 min | Potency, µM (top dose mostly 57.5 µM), without a hit: at the top dose activity change, negative = inhibition, hits mostly inhibitors; note: potency is the fitted concentration of half-maximal effect
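Human placenta-derived ASM preincubated with compound 10 min at room temperature, then reacted with 9 uM (final) fluorogenic HMU-PC substrate for 60 min at 37 C. Stop solution raises pH to 10; fluorescence read at Ex 386/Em 447 nm.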
p53 reactivation: re-activators of mutant p53. H1299 p53-A138V BP100-luciferase reporter, luminescence, 24 h. Potency, µM (titrated, usually from 92.2 µM), for inactives: at the highest dose activity change, positive = activation, actives largely listed as activators. 320,000 tested, 0.063% active. AID 504706; note: potency is the fitted concentration of half-maximal effect; % of control where 0% means no effect; nearly all actives have a fitted effect of over 45% in size
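H1299 (p53-null), stable ts p53-A138V + BP100-Luc; 1000 cells/well, Opti-MEM/10% FBS; cpd 4 pt, 1:5; 24 h, 37 deg C, 5% CO2; detection reagent 10 min RT; luminescence.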
TSG101-PTAP inh: blocks PTAP/TSG101 interaction to inhibit HIV-1 budding; Q99816; Fluorescence polarization, FITC-PTAP peptide / Tsg101 binding; Potency, µM (titrated, usually from 115 µM), for inactives: top-dose activity change, negative = inhibition, hits mostly inhibitors; 340,000 tested, under 10 active; AID 493005; active = well fitted inhibition curve with a large enough effect in the main read-out, with a control signal flat, not every such curve was filed as active; inconclusive = small, poorly fitted or top-dose-only effect, or effect the other way, or a change in a side signal; inactive = no such curve, though single readings can be large or run the other way; note: potency is the fitted concentration of half-maximal effect; % of control where 0% means no effect
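Compounds were pin-transferred onto Tsg101 binding domain (10 uM final) in HEPES pH 7.5 buffer, then FITC-PTAP peptide was added at 50 nM final. After 20 min at RT, polarization reported peptide displacement across a qHTS concentration series.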
ELG1 genotox: induces genotoxicity in HEK293T cells with luciferase-tagged ELG1; 330,000 tested, 1.3% active; Potency, µM (series often up to 46 µM), for the others: at the top dose activity change, positive = activation, most hits filed as activators; AID 504466; HEK293T ELG1-luciferase reporter, luminescence, 16 h; note: potency is the fitted concentration of half-maximal effect; % of control where 0% means no effect; nearly all actives have a fitted effect of over 60% in size
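Reporter readout depends on ELG1 protein level, which increases with genetic stress. After 16 hr compound exposure at 37 °C, luciferase activity was quantified using ONE-Glo.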
BRCA1 expr up: increases BRCA1 expression. MCF7-BRCA1-FFLuc reporter, luminescence, 48 h; response scale: scaled: vehicle 0%, 10 µM genistein 100%. Potency, µM (series often up to 46.1 µM), for inactives: at the top dose activation, most hits filed as activators. 380,000 tested, 1.1% active; note: potency is the fitted concentration of half-maximal effect; nearly all actives have a fitted effect of over 80% in size; some results filed as inactive show a strong effect at the top dose
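Luminescence from a BRCA1-driven firefly luciferase in MCF7 cells was read after 48 h compound exposure at 37 C. Data normalized against DMSO and a 10microM genistein activation control, then curve-fitted across the titration.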
USP2a block: inhibitors of human ubiquitin-specific protease USP2a | AID 463254 | 330,000 tested, 0.01% active | Potency, µM (highest dose often 38.3 µM), inactives show at the top dose activity change, negative = inhibition, hits mostly inhibitors | USP2 core, Ub-CHOP2 coupled fluorogenic reporter, 485/531;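 note: potency is the fitted concentration of half-maximal effect; plate controls were DMSO wells for no effect and full inhibition by NEM control for full effect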
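USP2 core (10nM final) preincubated 30min RT with compound in 20mM Tris-HCl pH 8.0, 2mM CaCl2, 2mM beta-mercaptoethanol, 0.05% CHAPS; 25nM Ub-CHOP2 plus 25nM reporter substrate added, fluorescence (Ex485/Em531) read after 60min.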
Eya2 phos inh: Eya2 (human) phosphatase inhibition; O00167; recombinant Eya2, OMFP fluorescence dephosphorylation (OMFP is methylfluorescein phosphate); Potency, µM (top dose mostly 76.9 µM), inactives show at the highest dose activity, negative = inhibition, actives largely listed as inhibitors; 330,000 tested, 0.006% active; note: potency is the fitted concentration of half-maximal effect; % is set by controls: 0 for no effect and ±100 for the full control effect
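Eya2 (0.2 uM) preincubated 10 min at ambient with compound, then OMFP substrate added at 50 uM; 10 min reaction in 50 mM HEPES pH 7.5, 50 mM NaCl, 5 uM MgCl2, 0.05% BSA, 1 mM DTT. Fluorescence read at Ex 485/Em 525 nm.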
An asterisk follows results filed as active; ? = inconclusive; nt = no result given; [ ] = another dose, or the depositor's remark. Unless noted, calls come from the whole dose curve; as a rule, active = well fitted curve in the direction sought with a large enough effect; inconclusive = small, poorly fitted or top-dose-only effect, or another doubt; inactive = no such curve, though single readings can be large; an effect the other way counts as inactive or inconclusive. The list is partial. The share of hits here may be higher or lower than overall.

SMILES	B2AR arrestin	TRPV1 agonist	a7 integrin act	uPA generation	ASM inhibitor	p53 reactivation	TSG101-PTAP inh	ELG1 genotox	BRCA1 expr up	USP2a block	Eya2 phos inh
CCN1CCN(C(c2cccs2)C(C)NC(=O)Oc2ccccc2)CC1 (stereo unspecified)	-0.5%	-5	-35%	-3%	2%	-1%	-1%	6%	-10%	-2%	-2%
CC(=NCC1CCCO1)c1c(O)n(-c2ccccc2)c(=O)[nH]c1=O (stereo unspecified)	-0.9%	-5	-4%	1%	0%	-1%	0%	-3%	8%	0%	20%
COc1ccc(N=Cc2c(O)n(C)c(=O)n(C)c2=O)cc1	0.2%	-2	-39%	-8%	4%	9%	-2%	13%	24%	3%	3%
CN(C)c1ccc(C=C(C#N)C#N)cc1	0.0%	8	16%	6%	2%	3%	-6%	4%	17%	4%	3%
C/C(=N\N=C(N)N)c1ccccc1	-0.4%	1	-29%	-1%	0%	0%	-5%	-8%	-20%	4%	-4%
CS(=O)(=O)NCc1nnc2n1-c1ccc(Cl)cc1C(c1ccccc1)=NC2	-0.3%	-4	14%	8%	-4%	10%	-1%	3%	-7%	-1%	-6%
COC(=O)C1=C(c2ccc(F)cc2OCc2ccccc2)C[C@@H]2CC[C@H]1N2C(=O)NCCOc1ccccc1Cl	-0.9%	7	-30%	?	-8%	-7%	-3%	-9%	-38%	-9%	-9%
N#CC(C#N)=C(C#N)c1ccc(Nc2ccccc2)cc1	0.0%	-1	19%	-3%	2%	nt	1%	11%	21%	0%	3%
COC(=O)CNC(=O)c1cn(CCC#N)nc1-c1ccc(F)cc1	0.4%	-7	-1%	8%	4%	-2%	-2%	-14%	4%	7%	21%
CC(C)c1ccc(-n2c(O)c(/C=N/NC(=O)c3ccccc3O)c(=O)[nH]c2=S)cc1	0.2%	-7	-14%	0%	-3%	6%	-5%	0%	0%	-16%	5%
Cc1c(C=O)c2ccccc2n1Cc1cccc(F)c1	-1.3%	-4	-16%	0%	-5%	-3%	1%	-2%	-17%	-1%	1%
C/C=C1/CN2C3CC1C(CO)(C(=O)OC)C2Cc1c3n(C)c2ccccc12 (stereo unspecified)	0.1%	0	-20%	0%	3%	2%	-2%	-2%	0%	-1%	4%
Cc1nc2ccccc2c(=O)n1-c1ccc(Br)cn1	-0.8%	nt	7%	2%	12%	-4%	-4%	6%	44%	2%	0%
O=C1/C(=C/c2ccc(O)c(O)c2)Oc2cc(O)ccc21	2.9%	5	-19%	?	0%	19%	12%	15µM*	?	1%	-24%
O=C(Nc1ccc(Cl)cc1C(=O)c1ccccc1Cl)c1ccco1	-0.2%	2	8%	nt	-4%	-3%	-4%	0%	5%	1%	-17%
C=CC[C@@H](Cc1ccc(F)cc1)C(=O)OC[C@H]1CCCN1C(=O)[C@H](CC=C)CC(=O)N[C@H](CO)Cc1ccccc1	-0.3%	nt	3%	24%	-8%	-12%	nt	-7%	-12%	-17%	-21%
COC(=O)C1=C(c2c(C)noc2C)C[C@@H]2CC[C@H]1N2C(=O)NCc1ccco1	0.2%	4	4%	-8%	0%	13%	0%	3%	4%	1%	4%
CC1=CC(=C2C(=O)NC(=O)NC2=O)C=C(C(F)(F)F)N1C(C)C	0.3%	1	9%	1%	-6%	-1%	-4%	7%	nt	2%	4%
CCOC(=O)C(O)(c1ccc(N(CC)S(=O)(=O)c2ccc(C)cc2)cc1)C(F)(F)F (stereo unspecified)	-0.1%	0	9%	nt	1%	3%	-11%	1%	4%	2%	-20%
OCC[n+]1c2ccccc2nc2ccc(N3CCOCC3)cc21	-0.5%	1	-6%	-3%	-2%	-14%	-3%	-10%	-34%	-15%	-25%
COC(=O)C1=C(c2ccc(F)cc2OCc2ccccc2)C[C@@H]2CC[C@H]1N2C(=O)NCCOc1ccccc1	0.4%	5	0%	?	1%	-4%	-4%	-10%	nt	4%	-11%
Cc1c(NC(NC(=O)CF)C(Cl)(Cl)Cl)c(=O)n(-c2ccccc2)n1C (stereo unspecified)	0.1%	-5	16%	2%	-2%	-1%	-4%	-1%	0%	3%	-12%
COc1ccc(N2C(=O)NC(=O)C(CCc3ccncc3)(CCc3ccncc3)C2=O)cc1	2.4%	-4	-8%	6%	2%	11%	-2%	2%	-11%	2%	7%
CCCC(=O)OCC[N+](C)(C)C	2.2%	-1	nt	-2%	0%	2%	-1%	-2%	0%	1%	8%
C=CCn1c(O)c(C(C)=NCCCN(C)C)c(=O)[nH]c1=O	-0.8%	-1	23%	9%	8%	0%	-3%	0%	25%	2%	11%
COc1ccc(-[n+]2c(-c3ccccc3)cc(-c3ccc(C)cc3)cc2-c2ccccc2)cc1	0.0%	-2	-67%[inhibitor]	-19%	-4%	-5%	-1%	-11%	-84%	-1%	9%
CC(=O)c1sc(NC(=O)CCS(=O)(=O)c2ccc(C)cc2)nc1C	0.1%	0	-43%[inhibitor]	11µM*	nt	?	-7%	4%	-53%	1%	2%
COc1ccccc1OP(=O)(Nc1ccc(Br)cc1)Oc1ccccc1OC	-0.9%	1	5%	25%	-8%	nt	-4%	-9%	-88%	-3%	-3%
c1ccc(CNC2CCCCCCC2)cc1 (tested in a mixture with another compound)	nt	nt	-20%	-10%	6%	nt	-2%	nt	-1%	nt	nt
O=C(Nc1ccccc1)N1CCC2(CC1)OCCO2	-0.2%	0	-9%	7%	0%	5%	-2%	0%	21%	0%	14%
CCOP(=S)(OCC)SCCSCC	-0.1%	4	nt	2%	7%	-1%	-1%	2%	-1%	1%	4%
CC(=O)OC1C2CCC1C(N1CCCCC1)CC2 (stereo unspecified)	0.2%	0	-32%	5%	3%	-2%	0%	-14%	-2%	-1%	6%
COc1ccc(C(=O)C2CCCN(C3CSCCSC3)C2)cc1OC (stereo unspecified)	-0.6%	?	20%	-2%	2%	-2%	-3%	1%	-15%	-1%	-15%
CC12CN3CCN(C1)CC(C)(C3)C2=NN	-0.3%	-1	-12%	3%	0%	3%	-3%	0%	2%	-1%	3%
CCOP(=O)(OCC)C(O)c1ccc2c(c1)OCO2 (stereo unspecified)	0.0%	-3	-3%	1%	1%	0%	0%	-4%	1%	7%	-23%
COC(=O)Cc1cc(=O)n(-c2ccccc2)[nH]1	-0.7%	-2	?	-7%	2%	3%	2%	-3%	-1%	0%	-14%
Cc1cc(O)c2c3c(c(=O)oc2c1)CCC(C)C3 (stereo unspecified)	0.1%	11	-6%	-22%	1%	nt	-4%	2%	5%	-2%	3%
Cc1ccc(N=Nc2c(O)[nH]c(=O)[nH]c2=O)c([N+](=O)[O-])c1	0.3%	3	0%	1%	-13%	?	0%	-1%	-19%	2%	17%
CCOc1ccc(-c2c(C)n(-c3ccc(OCC)cc3)c3[n+]2CCCCC3)cc1	0.1%	0	?	-17%	-2%	-1%	1%	-20%	-97%	0%	3%
CCc1ccc(N2C(=O)CC(=O)NC2=O)cc1	-2.8%	0	4%	-3%	3%	nt	3%	0%	2%	0%	7%
Cc1ccc(N(Cc2ccco2)C(=O)c2ccc(N3CCCCC3)c([N+](=O)[O-])c2)cc1	-0.5%	21	-38%	?	?	1%	-1%	-8%	-50%	-6%	1%
c1ccc2sc(N3CCNCC3)nc2c1	-0.2%	2	1%	0%	4%	15%	-2%	5%	14%	11%	-5%
CC(C)(C)NS(=O)(=O)c1ccc(OCC(=O)N2CCN(Cc3ccccc3)CC2)cc1	-0.2%	2	-29%	-9%	12%	0%	-1%	-9%	nt	7%	-16%
Cc1ccccc1C(=O)NC(Oc1ccccc1)C(Cl)(Cl)Cl (stereo unspecified)	-0.5%	5	4%	11%	2%	4%	-1%	1%	-22%	-1%	-1%
COc1ccc(-n2c(CNCCc3ccc(C)cc3)nc3ccccc3c2=O)cc1	-0.7%	5	-41%	-3%	-2%	nt	0%	-3%	-41%	1%	-1%
Cc1cccc(-n2c(O)c(C=NC34CN5CN(CN(C5)C3)C4)c(=O)[nH]c2=O)c1	-0.3%	3	-3%	3%	-1%	2%	-2%	-1%	0%	-4%	-11%
O=[N+]([O-])c1ccc(N2CCCCCC2)c2nonc12	-1.0%	?	33%	-8%	-11%	nt	?	6%	3%	?	?
CCCCC(=O)N/N=C/c1c(O)n(CCCC)c(=S)[nH]c1=O	3.2%	nt	?	8%	-3%	-2%	0%	4%	-7%	7%	0%
